Compound activity deposited in PubChem BioAssay by Johns Hopkins Ion Channel Center.
Kir21 block: blocks the mouse Kir2.1 inward-rectifier potassium channel. B-score at 10 µM. P35561. HEK293-Kir2.1, FluxOR thallium flux fluorescence; stronger effect = lower value. 0.85% of 310,000 active;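 active means fluorescence ratio B-score at or below minus 3 SD of library scores, with starting-brightness B-score within 2 SD, cut at about -4.2 in these data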;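 further: channel flux triggered by added potassium and thallium sulfate stimulus; B-score of peak minus minimum fluorescence over baseline after thallium stimulus; more negative B-score means stronger Kir2.1 block with less thallium influx; some compounds called inactive have numbers as strong as hits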
Target sequence (P35561 whole entry, looked up): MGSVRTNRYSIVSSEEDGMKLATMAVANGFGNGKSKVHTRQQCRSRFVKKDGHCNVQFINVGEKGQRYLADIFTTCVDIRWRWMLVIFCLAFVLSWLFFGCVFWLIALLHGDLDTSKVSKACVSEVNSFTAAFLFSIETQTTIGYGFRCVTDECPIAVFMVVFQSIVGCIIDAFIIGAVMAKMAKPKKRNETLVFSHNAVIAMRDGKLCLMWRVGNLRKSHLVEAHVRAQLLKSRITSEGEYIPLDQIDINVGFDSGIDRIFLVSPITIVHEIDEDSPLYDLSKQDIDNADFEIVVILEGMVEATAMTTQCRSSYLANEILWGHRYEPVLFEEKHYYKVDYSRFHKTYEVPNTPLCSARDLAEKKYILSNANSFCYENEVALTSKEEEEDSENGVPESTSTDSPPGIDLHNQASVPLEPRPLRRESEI
KCNQ2 block: KCNQ2 potassium channel inhibitors, primary screen, cell-based, CHO-K1, FluxOR thallium flux, B-score (AID 2156); O88943; 20 min; stronger effect = lower value; B-score at 10 µM; 1.1% of 310,000 active;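 active means fluorescence ratio B-score at most minus 3 library SDs, with starting brightness B-score within 2 library SDs, cut at about -5.5 in these data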
An asterisk follows results filed as active; i = inactive. Hits appear at their usual frequency (roughly 1.8% active in at least one column).

molecule	Kir21 block	KCNQ2 block
CC[C@H](C)C(=O)O[C@H]1CCC=C2C=C[C@H](C)[C@H](CC[C@@H]3C[C@@H](O)CC(=O)O3)[C@H]21	-1.71	i
Cc1ccccc1OCC(=O)Nc1cccc(C(=O)O)c1	1.52	i
O=Cc1ccc(N2CCCC2)c(F)c1	-0.04	i
Cc1ccccc1-c1noc(CCC(=O)NC2CCCCC2)n1	0.78	i
CC(C)[C@H](NC(=O)N1CCn2c1nc1ccccc12)C(=O)NCc1ccco1	0.89	i
CC1CCCCN1C(=O)Cc1ccc(Cl)cc1 (stereo not given)	0.54	i
O=C(/C=C\N1CCOCC1)c1ccc(Br)cc1	-0.38	i
CC(C)Oc1ccc(CNCC2(O)CCOC(C)(C)C2)cc1 (stereo not given)	-1.75	i
CCOC(=O)c1c(C)[nH]c(C(=O)OCC(=O)NC2CCS(=O)(=O)C2)c1C (stereo not given)	0.25	i
COc1ccc(C(=O)NC(=S)SCC(=O)O)cc1	1.47	i
Brc1ccc(CSc2nccn2-c2ccccc2)cc1	-1.42	i
Cn1c(NC(=O)c2cccs2)c(-c2cccs2)c(=O)c2ccccc21	-0.96	i
COc1cccc(-n2nnc3c(=O)n(Cc4c(F)cccc4Cl)cnc32)c1	-0.35	i
C[C@H]1[C@H](C)CC[C@]2(C(=O)O)CC[C@]3(C)C(=CC[C@@H]4[C@@]5(C)C[C@@H](O)[C@H](O)C(C)(C)[C@@H]5CC[C@]43C)[C@H]12	1.3	i
Cc1ccc([N+](=O)[O-])cc1N	-0.05	i
Cc1ccc(C(=O)NC2CCN(CCCC(=O)c3ccc(F)cc3)CC2)cc1	-0.2	i
CC(C)Cn1c(=O)c2sccc2n2c(CCCC(=O)NC3CCN(Cc4ccccc4)CC3)nnc12	-1.16	i
N#CC1=C(S)N(c2ccccc2)C(c2ccc(-c3ccc(Cl)c(Cl)c3)o2)NC1=O (stereo not given)	-6.21*	i
COCCNc1nc(C)cc(-c2cc(-c3ccc(Cl)cc3)on2)n1	0.63	i
Cn1ncc(Br)c1NC(=O)Nc1ccccc1	0.29	i
Cc1cc(NCCO)nc(N2CCOCC2)n1	-0.05	i
C/C(=N\NC(=S)Nc1ccc(C)c(C)c1)c1ccc(N2CCOCC2)cc1	-0.23	i
COc1ccccc1OCC(=O)Nc1ccccc1C(=O)NC1CC1	-0.05	i
Nc1nc(NCc2ccco2)nn1-c1ccccc1	-0.22	i
COc1ccc(C(=O)Oc2ccc(=O)n(-c3ccccc3)n2)cc1	-2.95	i

molecule	Kir21 block	KCNQ2 block
CCCNC(=O)C1CN(S(=O)(=O)c2ccc(C)cc2)c2ccccc2O1 (stereo not given)	1.95	i
COc1ccc(CNS(=O)(=O)c2ccc3c(c2)NC(=O)CS3)cc1	-1.33	i
O=S(=O)(c1ccccc1)N1CCN(CCc2ccccc2)CC1	0.11	i
CCCOc1ccccc1C1CC(=O)Nc2cc3c(cc21)OCO3 (stereo not given)	0.87	i
CCSc1nc2ccccc2n1C(=O)/C=C/c1ccc(OC)c(OC)c1	-0.2	i
Cc1cc(C)c(S(=O)(=O)N2CCC(C(=O)NCc3ccncc3)CC2)c(C)c1	-0.2	i
O=C(CSc1nnc(SCc2ccc(Cl)cc2)s1)N1CCN(C(=O)c2ccco2)CC1	0.98	i
Cc1ccc(NC(=O)N/C=C/c2ccco2)cc1C	-2.28	i
C/C(=N\NC(=O)C(C)Sc1ccccc1)c1ccc([N+](=O)[O-])cc1 (stereo not given)	0.74	i
CCOc1ccc(-n2c(C)cc(/C=N\NC(=O)CC(=O)NC3CCCCC3)c2C)cc1	0.4	i
CC(C)Cc1ccc(C(C)C(N)=Nc2ccc(O)cc2)cc1 (stereo not given)	-0.06	i
CC1CCCCC1NC(=O)c1ccc(NC2=NC3CS(=O)(=O)CC3S2)cc1 (stereo not given)	-0.41	i
COC(=O)CSc1nc2sc3c(c2c(=O)n1-c1ccc(OC)cc1)CCN(C)C3	1.36	i
CC(NC(=O)c1cc(S(=O)(=O)N(C)C)ccc1Cl)C1CC2CCC1C2 (stereo not given)	-0.2	i
CC(=O)c1ccc(OCc2ccccc2)c(C)c1O	0.13	i
Cc1ccccc1NC(=S)N1CCCC(c2nc3ccccc3[nH]2)C1 (stereo not given)	0.33	i
Cc1ccc(NC(=O)Nc2cccs2)cc1	-0.78	i
Cc1cc(C)cc(N(C(C)C(=O)NC2CCCC2)S(C)(=O)=O)c1 (stereo not given)	0	i
CC1CC(C)CN(S(=O)(=O)N2CCCC(C(=O)NC(C)c3ccccc3)C2)C1 (stereo not given)	0.57	i
CCc1ccc(N(CC(=O)Nc2ccccc2C(=O)N2CCCC2)S(C)(=O)=O)cc1	1.49	i
Cc1ccc(-n2c(SCC(=O)NCCN3C(=O)CSC3=O)nnc2-c2cccc(C)c2)cc1	1.2	i
O=c1[nH]c2ccccc2c2nc3ccccn3c12	-0.18	i
COC(=O)c1sccc1NC(=O)/C=C/c1c(Cl)cccc1Cl	-1.39	i
Cc1ccc(-n2cc(-c3ccccc3)c3c(=O)[nH]cnc32)cc1	0.72	i
CCCCOc1ccc(CNC(=S)N/N=C/c2ccc(OC)c(OC)c2)cc1	2.22	i

molecule	Kir21 block	KCNQ2 block
CC(C)n1c(CCCO)nc2ccccc21	0.67	i
Oc1ccc(/C=N/N=C/c2ccc(O)c(O)c2)cc1O	-0.88	i
CCOC(=O)c1ccc(NC(=O)CCc2nc(-c3ccccc3)no2)cc1	1.52	i
Cc1cc(=O)n2[nH]c(=O)c(N=Nc3ccccc3)c2[nH]1	1.03	i
Cn1c(=O)c2c(nc(NCc3ccc4c(c3)OCO4)n2Cc2ccccc2F)n(C)c1=O	0.57	i
O=C(NCc1cccnc1)c1cccc2c1C(=O)N(Cc1cccnc1)C2	1.1	i
CCOC(=O)C(CC)/C(C)=N\NC(=O)CCC(=O)Nc1ccc(Cl)cc1Cl (stereo not given)	-0.58	i
O=[N+]([O-])c1cc(/C=N\Nc2nccs2)ccc1O	0.23	i
Cc1cc(C)cc(N=Cc2c(O)c3ccccc3oc2=O)c1	0.01	i
O=C(NN=C1CCCC1)c1cc(O)cc(O)c1	-0.45	i
COc1ccc(S(=O)(=O)NC(C)C(=O)NCc2ccccn2)cc1OC (stereo not given)	-0.08	i
CCn1c(=O)n(CC)c2cc(N)ccc21	-0.07	i
COc1ccc(CCN(C)C(=O)CNC(=O)c2ccc3c(c2)OCO3)cc1OC	0.75	i
CCOc1ccc(S(=O)(=O)Nc2ccc(S(=O)(=O)N3CCCCC3)cc2)cc1	0.08	i
CCN(C(=O)COC(=O)c1ccc(OCc2c(C)noc2C)cc1)c1ccccc1	0.48	i
O=C(NCCCn1ccnc1)c1ccccc1Cl	-0.65	i
CC/C(=N/O)c1cnnc(SC)n1	-0.12	i
O=C(O)c1cccc(Cn2c(Cl)c(/C=N/NC(=O)c3ccccc3O)sc2=O)c1	0.06	i
COCCn1c(SCC(=O)N2CCOCC2)nnc1-c1ccco1	1.74	i
Cc1ccccc1N(CC(=O)NC1CCCC1)C(=O)C1(C)CC(=O)N=C2C=CC(Cl)=CN21 (stereo not given)	-1.44	i
COc1cc2c(cc1O)CCN(C(=O)c1ccco1)C2C (stereo not given)	1.12	i
O=C(O)c1ccccc1N(Cc1ccccc1)C(=O)COc1ccccc1	0.42	i
Cc1ccc(C)c(S(=O)(=O)Nc2ccc3sc(C)nc3c2)c1	-0.91	i
CCCC1C2C(=O)N(c3ccccc3)C(=O)C2ON1c1ccccc1 (stereo not given)	0	i
Cc1[nH]nc(-c2ccc(OCc3cnn(-c4ccccc4)c3)cc2O)c1Oc1ccc(F)cc1	-0.03	i

Some of the entries above in another layout:
Cc1cc(C)cc(N=Cc2c(O)c3ccccc3oc2=O)c1
  Kir21 block: 0.01
  KCNQ2 block: i
O=C(NN=C1CCCC1)c1cc(O)cc(O)c1
  Kir21 block: -0.45
  KCNQ2 block: i
COc1ccc(S(=O)(=O)NC(C)C(=O)NCc2ccccn2)cc1OC (stereo not given)
  Kir21 block: -0.08
  KCNQ2 block: i
CCn1c(=O)n(CC)c2cc(N)ccc21
  Kir21 block: -0.07
  KCNQ2 block: i

(next part)
molecule	Kir21 block	KCNQ2 block
COc1ccccc1NC(=O)N1CCCC(CNC(=O)c2ccccc2Cl)C1 (stereo not given)	0	i
CCOC(=O)C1=C(CSc2nccn2C)NC(=O)NC1c1ccc2c(c1)OCO2 (stereo not given)	-0.68	i
CCCN1CCc2[nH]c(=S)[nH]c(=O)c2C1	-0.13	i
Cc1noc(/C=C/N(C)C)c1S(=O)(=O)N1CCCC(C(=O)NCCC2=CCCCC2)C1 (stereo not given)	1.6	i
COC(CNC(=O)Cc1c(C)nc2c(-c3ccccc3)c(C)nn2c1C)OC	0.49	i
Cc1nnc(SCC(=O)c2cc(C)n(-c3c(C)n(C)n(-c4ccccc4)c3=O)c2C)s1	0.94	i
Cc1ccsc1C(=O)NC1CCCN(Cc2ccc(Cl)cc2)C1 (stereo not given)	-1.88	i
COc1ccc(OC)c(S(=O)(=O)N2CCCC(C)C2)c1 (stereo not given)	-0.03	i
O=C(NCCCNC(=O)c1ccco1)c1ccc(F)cc1	1.27	i
COC(C(=O)N1CCC(n2nccc2NC(=O)C2CC2)CC1)c1ccccc1 (stereo not given)	1.56	i
CC(=O)Nc1ccc(S(=O)(=O)Nn2cnnc2)cc1	1.14	i
CC(C)(C)c1ccc(C(=O)NCC(=O)OCC(=O)Nc2ccc3c(c2)OCCO3)cc1	-0.43	i
COCCn1c(=O)[nH]c(=O)c2c(C(F)(F)F)cc(-c3cccs3)nc21	1.67	i
CCC(=O)N1CCc2cc(Br)cc(S(=O)(=O)CCC(=O)N(CC)CC)c21	0.42	i
Cc1cc(Cl)ccc1NS(=O)(=O)c1c(C)[nH]c(=O)[nH]c1=O	-0.55	i
O=C(COC(=O)C1CCN(S(=O)(=O)c2cccc3cccnc23)CC1)c1ccc([N+](=O)[O-])cc1	-1.6	i
CCOc1ccc(NC(=O)CN(C)C(=O)CCCOc2ccc(Br)cc2)cc1OCC	0.01	i
Cc1ccc(CNC(=O)C2CC(=O)OC23CCCC3)c(C)c1 (stereo not given)	-0.23	i
COc1ccc(/C=C/C(=O)c2cc(Cl)ccc2O)c(OC)c1	-0.26	i
N#CCCN(Cc1cccnc1)C(=S)NC(=O)C1CC1	-0.35	i
CCOc1ccc(N2C(=O)C3Sc4[nH]c(=O)sc4C(/C=C/c4ccccc4)C3C2=O)cc1 (stereo not given)	0.13	i
CC1=C(C(=O)Nc2ccccc2)C(c2coc3ccccc3c2=O)C2=C(CCCC2=O)N1 (stereo not given)	1.72	i
CCOC(=O)N1CCN(C(=O)CSc2nc3ccccc3c(=O)n2-c2ccccc2)CC1	0.12	i
O=C(CC(NC(=O)c1ccccc1Cl)c1ccccc1)NCCc1ccc(Cl)cc1 (stereo not given)	0.68	i
O=C(CN(C(=O)c1csnn1)c1cccc(C(F)(F)F)c1)NC1CCCC1	0.89	i

molecule	Kir21 block	KCNQ2 block
Cc1ccc2cc3c(N)c(C(=O)N4CCOCC4)sc3nc2c1	-0.23	i
CC(C)Cc1ccc(CN2CCCC(NC(=O)CSc3nncn3C)C2)cc1 (stereo not given)	-0.4	i
CCN(CC)CC(=O)Nc1ccc([N+](=O)[O-])cc1	-1.53	i
C=CCSc1nc(C)c(CC(=O)OCC(C)C)c(=O)[nH]1	-1.63	i
C=C(C)CSc1nc(N)cc(=O)[nH]1	-0.07	i
N=C1C(c2ccccc2)=C(O)CN1c1cccc(S(=O)(=O)N2CCOCC2)c1	0.57	i
Cc1oc(C)c(C(=O)O)c1C(=O)O	1.81	i
COc1ccccc1NS(=O)(=O)c1cc(NC(C)=O)ccc1N1CCCCC1	-2.58	i
CN(C)c1ccc(/C=N/NC(=O)c2cc(=O)[nH]c3ccccc23)cc1	0.07	i
O=C(NCC1CCCO1)/C(=C/c1ccc(Cl)cc1)NC(=O)c1ccccc1 (stereo not given)	0.58	i
COc1ccc(NC(=O)C2CCN(S(C)(=O)=O)CC2)cc1Cl	-0.09	i
COc1ccc(/C=C(\C#N)c2cc(OC)c(OC)cc2[N+](=O)[O-])cc1	0.54	i
CCc1cc[n+](-c2nc3ccccc3nc2[N-]S(=O)(=O)c2ccc(Br)s2)cc1	0.03	i
Cn1nc(-c2ccccc2)c(COC(=O)c2cccc(Cl)c2)c1S(=O)(=O)c1ccccc1	0.78	i
O=C(N/C(=C\c1ccc([N+](=O)[O-])cc1)C(=O)N1CCOCC1)c1ccccc1	0	i
CCOC(=O)c1c(NC(C)=O)sc2c1CCCNC2=O	0.19	i
O=C(CCSc1ccc(Cl)cc1)NC1CCCC1	2.03	i
COC(=O)c1ccc(COn2nnc3ccccc32)cc1	-2.11	i
COc1ccc(NC(=O)C(NC(=O)c2ccc(=O)[nH]c2)c2ccccc2)cc1 (stereo not given)	1.23	i
CCOC(=O)C1CCN(C(C(=O)NC2CCCC2)c2ccc(C)cc2)CC1 (stereo not given)	-1.53	i
CC1CCN(C(=O)c2ccc([N+](=O)[O-])o2)CC1	0.3	i
